# CFTR F508del cor: CFTR F508del correction in bronchial cells | CFBE cells, YFP halide quenching; stimulated with forskolin plus potentiator P3; % fluorescence drop versus neutral controls | activity (quench increase), % at 7.58 µM | 350,000 compounds, 0.36% hits;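 active = mean added fluorescence quench of at least 8% versus neutral control, with both replicates also reaching 8%; inconclusive = only one of the mean or replicate conditions met; inactive = mean below 8% and not both replicates reaching 8%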;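 note: cells transiently co-express mutant CFTR-F508del with the halide-sensitive YFP; corrector assay measuring rescue of mutant channel to the surface after 24 h compound exposure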
# DENV2 CPE rescue: inhibitors of DENV2 cytopathic effect; AID 651640; 350,000 compounds, 1.7% hits; CPE inhibition, % at 9.99 µM; DENV2-infected cells, cytopathic effect rescue, plate reader; in the data active = CPE inhibition above about 20%, passing the limit was not always enough; inconclusive = no clear call, values can overlap the other calls; tested in BHK-21 cells;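 note: 0% = median of neutral control wells and 100% = median of positive control wells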
# PAX8 reporter: inhibitors of PAX8 transcriptional activity in RMG-I cells; RMG-I TPO-luciferase reporter, SteadyGlo, 24 h; inhibition, % at 12.6 µM; 360,000 compounds, 1.2% hits; AID 652154;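 active = mean replicate inhibition at least 60% with every replicate also reaching 60%; inconclusive = only one of the two criteria is met; inactive = mean below 60% and not all replicates reaching 60%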;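 note: luciferase light reporting Pax8 driven TPO promoter activity; plate controls were median of neutral control wells for no effect and mitoxantrone controls for full effect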
# GSIS activator: primary screen for activators of insulin secretion dependent on glucose, INS-1E cells, GLuc reporter luminescence | INS-1E GLuc reporter insulin secretion, 2-3 h | activation, % at 16.6 µM | 370,000 compounds, 0.61% hits | AID 743287;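 active = lowest replicate activation of at least 40%, so every replicate reaches that level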;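 note: 0% = median of neutral control wells and 100% = median of IBMX positive control wells; some compounds called inactive have numbers as strong as hits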
# miR122 inh: miR-122 inhibition in Huh7 cells | 340,000 compounds, 0.3% hits | AID 602342 | Huh7 miR-122 Renilla luciferase sensor, 48 h; neutral wells = 0, positive control = 100 | activation (reporter increase), % at 12.5 µM;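 active = mean replicate activation score at least 90 and every replicate individually at or above 90; inconclusive = only one of the two criteria met; inactive = neither criterion met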;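 note: higher luciferase means less miR-122 activity so hits act as miR-122 inhibitors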
# EWS-Fli block: inhibitors of EWS/Fli oncoprotein transcriptional activity; A673 NR0B1-luciferase reporter, viability-normalised; inhibition, % at 12.6 µM; 350,000 compounds, 0.67% hits; AID 651661;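 active = mean inhibition of at least 50% after viability correction, with every replicate also passing that limit; inconclusive = mean reaches 50% but only one of two replicates passes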;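 note: firefly luciferase signal divided by Alamar Blue viability fluorescence both relative to DMSO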
# FN deposit inh: fibronectin deposition inhibition | AH1F fibroblasts, Alexa488-fibronectin deposition fluorescence, overnight | inhibition, % at 12.6 µM | 350,000 compounds, 0.086% hits | AID 743247;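 active = mean inhibition across replicates of 30% or more, regardless of how many single replicates reach that level; inconclusive = mean under 30% yet at least half of replicates reach 30%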;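 note: positive control wells lacked labelled fibronectin entirely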
#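 material = AH1F fibroblast monolayer depositing Alexa488-labelled fibronectin into matrix | amount = 10000 AH1F cells/well | buffer or medium = DMEM plus 2% serum, read in PBS | incubation = 1 h cell adhesion before compound, then overnight fibronectin incubation | detection = fluorescence at 485 nm excitation, 525 nm emission | evaluation = percent inhibition as loss of matrix-bound fibronectin fluorescence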
# * marks the source's active call; other numbers are inactive results; u = inconclusive; x = not tested or not shown; [ ] = dose if it differs, or a comment.
# Below each compound: EWS-Fli block	CFTR F508del cor	GSIS activator	PAX8 reporter	DENV2 CPE rescue	FN deposit inh	miR122 inh
- CC1(C)CC(=O)C=C(c2ccc(OC(F)(F)F)cc2)C1
  1	3.4	11	3	11	-5	6
- COc1ccc(C2CC(=O)Oc3c(C(CCN4CCCCC4)c4ccc(N(C)C)cc4)c(OC)cc(OC)c32)cc1 (stereo not drawn)
  -7	0.1	x	-1	-12	-7	5
- Cc1ccc(NC(=O)CN(C)C(=O)CSc2nc(C)cc(C)n2)cc1
  -8	-0.9	16	12	1	x	-7
- CCOc1ccc(NC(=O)COc2ccc(S(=O)(=O)N3CCCC3)cc2)cc1
  2	1.9	-21	11	-3	0	-4
- CCc1ccc2oc(C(=O)N3CCN(C)CC3)cc(=O)c2c1
  -3	2.2	0	-14	2	3	-2
- COc1ccc(NC(=O)Nc2ccc3c(c2)CC(=O)N([C@H](C)CO)C[C@H](C)[C@H](CN(C)CC2CCCCC2)O3)cc1
  11	3.5	0	5	-9	x	-11[16.7 µM]
- COc1ccccc1-c1cc(C(=O)N2CCCc3ccccc32)no1
  -23	3.0	-25	-41	1	0	3
- Cc1ccc(C)c2[nH]c(=O)c(CN(Cc3ccco3)S(=O)(=O)c3ccc4c(c3)OCCO4)cc12
  x	x	-19	x	x	-10	10
- Cc1ccc(S(=O)(=O)n2cccc2/C=C/[N+](=O)[O-])cc1
  18	-3.0	-12	8	-1	-1	3
- Cc1ccc(S(=O)(=O)N[C@@H]2C=C[C@H](CC(=O)N3CCN(c4ccccc4)CC3)O[C@H]2CO)cc1
  2	-1.4	-1	3	-4	-5	x
- Cc1ccc(C2CC(c3ccc(C)cc3)n3nc(N)nc3N2)cc1 (stereo not drawn)
  3	-0.2	-19	-5	11	11	x
- COc1ccccc1N1CN(Cc2ccccc2)CNC1=S
  -4	-0.7	-1	-3	-4	0	4
- COc1ccc(OC)c(NC(=O)c2ccccc2OC(C)=O)c1
  7	-1.9	-38	31	-12	-4	x
- CC(C)N(C)C1CCN(C(=O)Nc2ccc(Cl)cc2)CC1
  x	x	10	x	x	3	-1
- CCC(=O)OCc1cc(=O)oc2ccc3ccccc3c12
  1	-1.8	1	-2	u	3	x
- N#C[C@H]1[C@H](c2ccccc2C2=CCCCC2)[C@@H](CO)N1C(=O)NC1CCCCC1
  3	0.5	-21	x	-8	-5	x
- COc1cccc(C(=O)N2CCN(c3ccc(N4CCOCC4)nn3)CC2)c1
  -2	-2.4	2	-3	-5	3	x
- C[C@H](NC(=O)[C@@H]1[C@@H](CO)[C@@H]2Cn3c(cccc3=O)[C@@H]2N1S(C)(=O)=O)c1ccccc1
  -7	x	6	6	1	x	x
- CO[C@H]1CN(C)C(=O)c2cc(NS(C)(=O)=O)ccc2OC[C@@H](C)N(C(=O)C2CCCC2)C[C@H]1C
  -4	-1.3	2	-10	u	6	-3[16.7 µM]
- COc1ccc(Cc2nnc(SCC(=O)N(C)c3ccccc3)o2)cc1
  x	1.7	32	12	u	x	x
- Cc1cc(C)nc(NC2=NCC(=O)N2CCc2c[nH]c3ccccc23)n1
  x	x	x	12	x	-1	0
- CCC(Oc1ccccc1)C(=O)N1CCN(S(=O)(=O)c2ccccc2)CC1 (stereo not drawn)
  -4	-3.2	-17	11	10	-1	1
- O=C(NCc1cccs1)C1C(=O)Nc2ccccc2C(=O)N1Cc1ccccc1 (stereo not drawn)
  6	2.5	-6	-1	-10	10	x
- CC(C)(C)c1ccc(C(=O)N2CCN(C(=O)C3CCCCC3)CC2)cc1
  7	-0.7	-23	4	-5	-1	0
- O=C(OCC(=O)N1CCN(C(=O)c2ccco2)CC1)c1ccccc1NCCO
  -9	0.4	3	x	17	7	0
- CCc1ccccc1C1C(=O)c2ccccc2C1=O
  18	-1.4	7	-19	-1	-17	2
- COc1cc(/C=C(\C#N)c2nnc(N3CCOCC3)n2-c2ccccc2)ccc1O
  2	0.1	-16	5	-5	-11	-2
- CC(=O)N(C)c1ccc(NC(=S)Nc2cccc3ccccc23)cc1
  -5	x	-5	-44	x	1	x
- Cc1cc(C)c2nc(-c3cccc(Cl)c3)c(C)c(C(=O)N3CCOCC3)c2c1
  x	3.0	17	-17	-13	x	9
- CC1(C)C(=O)Nc2ccccc2N1C(=O)COC(=O)CSc1ccc(F)cc1
  -4	-0.2	-7	8	0	3	-3

# The listing continues.
# Below each compound: EWS-Fli block	CFTR F508del cor	GSIS activator	PAX8 reporter	DENV2 CPE rescue	FN deposit inh	miR122 inh
- CCCn1c(C(O)c2cc(OC)c(OC)c(OC)c2)nc2ccccc21 (stereo not drawn)
  -3	-0.5	4	14	-1	0	2
- Cn1ccsc1=NC(=O)c1ccc(=O)[nH]c1
  3	-1.1	2	-15	-3	5	3
- O=C(C[C@@H]1C=C[C@H](NS(=O)(=O)c2cccc(F)c2)[C@@H](CO)O1)N1CCCCC1
  0	-1.2	-4	-2	6	7	x
- CO[C@H](CN(C)S(=O)(=O)c1ccc(Cl)cc1)[C@H](C)CN(C(=O)Nc1ccccc1F)[C@@H](C)CO
  -6	-1.4	-19	x	-2	-5	x
- CCc1ccc(NC(=O)C2CCCN2S(=O)(=O)c2ccc3c(c2)n(C)c(=O)c(=O)n3C)cc1 (stereo not drawn)
  12	-2.8	19	6	-5	1	-1
- COc1cc(NC(=O)CSC(=S)N2CCCC2)c(OC)cc1Cl
  -1	5.7	0	-7	5	-8	x
- CC1CCN(C(=O)c2[nH]cnc2C(=O)N[C@@H](Cc2ccccc2)C(=O)OC(C)(C)C)CC1
  -1	0.7	x	-15	9	-1	5
- CC1(C)C(=O)Nc2ccccc2N1C(=O)CSc1nnc2ccccn12
  5	-2.4	28	16	x	-6	-3
- CC[C@]12c3[nH]c4ccccc4c3CCN1C(=O)C(CC(=O)NCCCOC)C[C@@H]2C(=O)N1CCN(C(=O)c2ccco2)CC1 (stereo partly drawn)
  7	-1.4	7	-1	14	-3	-4
- COc1cc(OC)c(C2=NOC(C(=O)Nc3c(C)n(C)n(-c4ccccc4)c3=O)C2)cc1Cl (stereo not drawn)
  -6	1.0	26	-33	18	-6	x
- O=Cc1c(N2CCN(CCO)CC2)nc2ccccn2c1=O
  6	-11	0	29	-4	-18	-2
- Cc1nc(SCC(=O)Nc2ccccc2Cl)oc1C
  x	-1.5	-14	-8	-4	-12	6
- C[C@@H]1CCCCO[C@H](CN(C)S(=O)(=O)c2ccc(F)cc2)[C@H](C)CN([C@@H](C)CO)C(=O)c2cc(NS(=O)(=O)c3ccc(Cl)cc3)ccc2O1
  8	0.9	-16	81*	1	-1	-3[16.7 µM]
- CC(C)NC(=O)c1ccc(N(Cc2ccccc2)S(C)(=O)=O)cc1
  6	1.8	0	-16	-2	4	-2
- O=[N+]([O-])c1nn(-c2ccc(Cl)cc2)n(O)c1=NCc1ccccc1Cl
  -74	-1.9	-4	-39	5	5	3
- C[C@@H]1CN([C@H](C)CO)C(=O)c2c(c3ccccc3n2C)-c2ccccc2CO[C@H]1CN(C)CC1CC1
  5	-3.2	3	x	-15	4	x
- N#CCc1nc2c3c4c(sc3ncn2n1)CCCC4
  x	x	x	3	x	-3	-6
- COc1ccc(NC(=O)C(c2ccccc2)N(C)C(=O)CNC(C)=O)cc1 (stereo not drawn)
  x	x	x	-3	x	5	3
- O=C(c1ccccn1)N1C[C@H]2[C@@H](c3ccccc31)[C@@H](CO)N2C(=O)Cc1ccccc1
  -2	-2.0	3	15	2	x	9[16.7 µM]
- COCC(=O)N1CCCCN2[C@H](C1)[C@@H](c1ccc(C#Cc3ccccc3)cc1)[C@@H]2CO
  -14	4.2	-15	2	28*	x	-9[16.7 µM]
- O=C1/C(=C/c2ccccn2)SC(=S)N1Cc1ccccc1
  -6	2.2	5	12	-5	-4	-4
- COc1cc(OC)nc(Nc2nc(C(C)N)cs2)n1 (stereo not drawn)
  -7	-1.6	-12	-1	-5	2	7
- O=C(COc1ccc([N+](=O)[O-])cc1)N(C1CCCCC1)C1CCS(=O)(=O)C1 (stereo not drawn)
  -7	-3.3	-11	10	-1	-3	-1
- O=C(c1scc2c1CCCC2)N1CCOCC1
  x	x	x	1	x	12	-4
- CCCN(C)C[C@@H]1Oc2ncc(Br)cc2C(=O)N([C@@H](C)CO)C[C@@H]1C
  4	1.0	28	x	11	-3	3[16.7 µM]
- O=[N+]([O-])c1ccc(N2CCN(CCO)CC2)cc1NCc1ccco1
  x	x	7	-5	x	2	x
- COc1ccc(C(C(=O)NC(C)(C)C)N(C(=O)CCC(=O)Nc2cc(C)on2)c2cccc(C)c2C)cc1 (stereo not drawn)
  8	-0.2	12	5	-5	2	-1
- O=C(Oc1ccc(-c2cnc3ccccc3n2)cc1)c1ccco1
  x	x	x	-192	x	-2	8
- OC[C@@H]1Nc2ccc(C#Cc3cccc(F)c3)cc2[C@@H]2NCC[C@H]12
  2	1.6	15	x	-3	15	x
- C[C@H]1CN([C@@H](C)CO)C(=O)c2cc(C#CC3CCCCC3)cnc2O[C@@H]1CN(C)Cc1cncnc1
  5	-0.9	-19	x	5	7	1[16.7 µM]

# The list continues:
# Below each compound: EWS-Fli block	CFTR F508del cor	GSIS activator	PAX8 reporter	DENV2 CPE rescue	FN deposit inh	miR122 inh
- Cc1cc(C)n(-c2ccc([N+](=O)[O-])cc2)n1
  3	0.9	8	2	5	4	x
- O=C(CN1C(=O)C(=O)N(Cc2ccco2)C1=O)NC1CCCCC1
  -1	-3.0	x	-17	1	-2	x
- Cc1cc(C)n2nc(SCC(=O)N3CCc4ccccc43)nc2n1
  x	x	34	-4	x	4	x
- COCc1[nH]nc2c1C1(C(=O)Nc3ccc(F)cc31)C(C#N)=C(N)O2 (stereo not drawn)
  x	x	x	5	x	-7	6
- COC(=O)C1=NN(c2cccc3ccccc23)C2C(=O)N(c3ccccc3OC)C(=O)C12 (stereo not drawn)
  4	-1.0	1	34	13	0	0
- CCC(=O)Nc1nnc(SCC(=O)N2c3ccccc3CC2C)s1 (stereo not drawn)
  x	x	x	6	x	-1	-11
- C#CCn1c(O)c(N=NC(=O)C(O)c2ccccc2)c2ccccc21 (stereo not drawn)
  17	1.1	10	13	0	-6	16
- Cc1ccc(/C=C/C(=O)NCCCc2ccccc2)cc1
  x	x	-11	-24	x	-16	-1
- CC(C)CCc1noc(CN2CCN(CC(=O)NC(C)C)CC2)n1
  11	0.5	-1	23	0	-8	-6
- Cn1c(=O)c2[nH]c(=S)n(Cc3ccccc3)c2n(C)c1=O
  4	-3.0	10	-5	-1	-14	13
- CC(=O)N[C@H]1C=C[C@H](CC(=O)NCc2ccc(Cl)cc2)O[C@@H]1CO
  -4	-3.5	-1	4	-7	x	x
- Cc1cc2nn(-c3ccccc3)nc2cc1NC(=O)c1cccs1
  -90	0.8	11	x	-1	x	x
- CCN(CC(=O)Nc1ccccc1C(F)(F)F)C(=O)c1cc(-c2ccccc2)nn1-c1ccccc1
  0	-0.7	-16	x	u	1	x
- CCN1CCN(C(=O)CN(C)S(=O)(=O)c2ccc(OC)c(C)c2)CC1
  x	x	19	x	x	-3	-16
- CCOC(=O)N1CCN(C(=O)CCCn2c(=S)[nH]c3ccccc3c2=O)CC1
  x	x	x	8	x	0	-5
- O=S(=O)(c1ccc(Br)c2ccccc12)N1CCOCC1
  -22	1.7	x	-7	u	2	-4
- C[C@@H]1CCCCO[C@H](CN(C)S(=O)(=O)c2cccs2)[C@H](C)CN([C@H](C)CO)C(=O)c2cc(NS(=O)(=O)c3ccc(Cl)cc3)ccc2O1
  13	-4.0	-7	30	2	-1	-14[16.7 µM]

# Screening results as filed in PubChem.
